iPSC survival up: enhancers of human iPSC single-cell survival; hiPSC single-cell survival, ATPlite luminescence; 100% = ROCK inhibitor wells, 0% = DMSO; survival enhancement, % at 20 µM; 360,000 tested, 0.044% active; in the data active = survival enhancement above about 18%;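 also: cells exposed to compounds for 16 hours before the ATP read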
aDG glyco up: alpha-DG glycosylation activation; Pro5-aDG cells, alpha-DG glycosylation AlphaScreen (IIH6); 0% Pro5, 100% B10-LARGE cell signal; activation, % at 10 µM; 360,000 tested, 0.22% active; AID 624168;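 active = activation of at least 8% versus controls, or a plate z-score of at least 8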;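 also: Pro5 are CHO cells carrying HIG-tagged alpha-DG that lacks glycosylation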
NR2E3 ag-1: NR2E3 (human) agonism | Q9Y5X4 | GST-NR2E3/biotin-RetCOR TR-FRET, 1536-well | inhibition of corepressor binding, % at 4.78 µM | 320,000 tested, 0.12% active | AID 2300;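 active = percent inhibition above the cutoff of mean plus 3 SD of all tested compounds, set per screening campaign, cut at about 20% in these data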;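 also: 0% = DMSO wells and 100% = biotin wells as full block of FRET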
Target sequence (Q9Y5X4 whole entry, looked up): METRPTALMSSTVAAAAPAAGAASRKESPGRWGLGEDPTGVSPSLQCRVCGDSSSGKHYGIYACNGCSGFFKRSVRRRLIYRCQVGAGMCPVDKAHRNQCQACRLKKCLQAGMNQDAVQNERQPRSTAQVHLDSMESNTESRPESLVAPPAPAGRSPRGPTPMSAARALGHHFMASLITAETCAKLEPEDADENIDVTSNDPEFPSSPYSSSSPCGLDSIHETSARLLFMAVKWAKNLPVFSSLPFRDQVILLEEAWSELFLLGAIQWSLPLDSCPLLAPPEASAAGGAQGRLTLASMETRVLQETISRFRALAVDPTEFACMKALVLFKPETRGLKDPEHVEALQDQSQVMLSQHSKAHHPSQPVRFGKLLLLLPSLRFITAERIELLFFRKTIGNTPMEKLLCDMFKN
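Test system – NR2E3–RetCOR corepressor complex · Quantity – NR2E3 fusion 1.35 nM · Buffer or medium – Tris pH 7.5 · Incubation – Compound–protein incubation for 5 h at 4 °C · Technique – TR-FRET, Eu(K)-anti-GST donor, streptavidin-D2 acceptor, ex 340, em 617/671 nm · Evaluation – percent inhibition of 671/617 nm emission ratio versus biotin and DMSO controls · Plate – 1536-well format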
HIF-2a block: HIF-2a inhibition; inhibition, % at 18.8 µM; 786-0 RCC cells HIF-2a reporter, luciferase luminescence, overnight; 360,000 tested, 0.72% active; AID 624352;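 active = inhibition of the luminescence signal of 40% or more relative to plate controls, in a single-dose primary screen at 18.75 µM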
NR2E3 ag-2: agonists of human NR2E3 nuclear receptor | Q9Y5X4 | CHO-S Gal4-NCOR/VP16-NR2E3 two-hybrid, luciferase | inhibition of corepressor binding, % at 3.98 µM | 360,000 tested, 0.35% active | AID 602229;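 active = inhibition above the mean of all tested compounds plus 3 SD, cut at about 70% in these data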;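 also: 0% = DMSO with NR2E3 transfected cells and 100% = cells lacking NR2E3 construct; higher means lower luciferase signal from less NR2E3 corepressor binding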
TRPM1 prom inh: reduces MITF-dependent TRPM1 promoter luciferase signal; SK-MEL-5 TRPM1 promoter luciferase, 24 h; inhibition, % at 12.5 µM; 330,000 tested, 0.83% active; AID 488899;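 active = mean inhibition across replicates of 60% or more, whatever share of single replicates reaches that level; inconclusive = some that reach 60%, reason not given; inactive = mean inhibition across replicates below 60%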; also: values of inactives mirror those of a sister screen read the other way
CaV13 FRET inh: Disruptors of the CACNA1D IQ motif to Ca2+-dependent inactivation inhibitor domain association, primary screening, Förster resonance energy transfer in intact living …; HEK cells, CFP/YFP FRET ICDI-IQ, plate reader, 10 min; percent FRET-ratio fall versus neutral wells; inhibition, % at 12.3 µM; 340,000 tested, 0.098% active;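 active = mean replicate inhibition of at least 30% and at least 1% of replicates passing that level; inconclusive = only one of the two criteria is met; inactive = neither criterion is met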;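 also: 0% = median of the neutral control wells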
PDI turbidity: inhibitors of human protein disulfide isomerase; 350,000 tested, 0.052% active; AID 588391; inhibition, % at 10 µM; PDI insulin aggregation turbidity, A650, 90 min; P07237;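 active = mean inhibition across replicates of 30% or more, whatever share of single replicates reach that level; inconclusive = mean inhibition below 30% while every single replicate reaches 30%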;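 also: absorbance from insulin aggregation driven by PDI reduction with DTT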
Target sequence (P07237 whole entry, looked up): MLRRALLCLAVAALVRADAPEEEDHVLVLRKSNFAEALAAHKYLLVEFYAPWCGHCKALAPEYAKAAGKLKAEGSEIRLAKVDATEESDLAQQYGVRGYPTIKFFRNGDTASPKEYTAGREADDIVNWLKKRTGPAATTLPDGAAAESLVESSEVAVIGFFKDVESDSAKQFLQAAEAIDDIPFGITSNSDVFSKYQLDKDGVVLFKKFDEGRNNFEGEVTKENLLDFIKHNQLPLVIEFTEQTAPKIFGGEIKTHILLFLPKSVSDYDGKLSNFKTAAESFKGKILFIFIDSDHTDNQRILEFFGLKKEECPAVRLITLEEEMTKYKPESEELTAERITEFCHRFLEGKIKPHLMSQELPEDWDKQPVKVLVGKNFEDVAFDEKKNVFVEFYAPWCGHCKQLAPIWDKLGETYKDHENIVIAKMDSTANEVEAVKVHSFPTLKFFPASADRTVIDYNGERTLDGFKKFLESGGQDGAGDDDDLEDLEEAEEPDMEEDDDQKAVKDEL
Vif inh: HIV Vif inhibition; HEK293T cells, Vif self-association by quenched fluorescence, imaging, 24 h; 340,000 tested, 0.35% active; inhibition, % at 7.49 µM; in the data active = inhibition above about 50%, passing the limit was not always enough; inconclusive = no clear call, values can overlap the other calls; inactive = below about 31%; also: some results filed as inactive read as strong as hits
Peg3 promoter: Peg3 promoter activity inhibition. HeLa PEG-Prom luciferase reporter, luminescence, overnight. inhibition, % at 20 µM. 360,000 tested, 1.7% active;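 active = inhibition of at least 50% at 20 µM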
Exocytosis inh: lytic granule exocytosis inhibition | TALL-104 LAMP-1 surface exposure, flow cytometry; cells stimulated with thapsigargin and PMA | inhibition, % at 10 µM | 360,000 tested, 0.66% active;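 active = inhibition above about 55%, limit read from the data; inconclusive = no clear call, values can overlap the other calls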
Numbers without * were called inactive; ? = inconclusive; . = no result given. Hits appear at their usual frequency; 3.5% or so of the library scored in one or more.

SMILES	iPSC survival up	aDG glyco up	NR2E3 ag-1	HIF-2a block	NR2E3 ag-2	TRPM1 prom inh	CaV13 FRET inh	PDI turbidity	Vif inh	Peg3 promoter	Exocytosis inh
Cc1cccc(C(=O)O/N=C(\N)c2ccccn2)c1	-0.6	0.0	5	32	-54	35	-5	9	15	56*	-9
CNC(=O)c1cc2c(ccc3ccccc32)o1	-1.2	0.3	3	-182	-33	1	-15	-3	-3	-101	-13
COc1ccc(C(=O)OCC(=O)c2ccc3[nH]c(=O)[nH]c3c2)c(OC)c1OC	-0.5	0.0	.	-4	-21	-1	-1	-7	0	0	0
CC(C)(c1ccccc1)c1ccc(OCCN2CCCC2)cc1	-0.6	0.6	0	17	-20	-1	2	1	-1	18	15
CC1CCCN(c2ccc(C(=O)OCn3nnc4ccccc4c3=O)cc2[N+](=O)[O-])C1 (stereo unspecified)	0.2	-0.2	2	-3	-6	11	-4	13	-1	0	10
C[C@@H]1COC(=O)[C@H](CC(=O)OC(C)(C)C)C/C=C\C[C@H](CC(=O)N(CCO)Cc2ccccc2)C(=O)N1	-1.6	-0.3	.	7	7	0	-4	4	2	-12	-12
CC1C(=O)Nc2ccc(S(=O)(=O)N3CCN(c4cccc(C(F)(F)F)c4)CC3)cc2NC1=O (stereo unspecified)	0.9	0.1	3	-3	-16	16	-3	5	21	8	6
Cc1ccc(Cn2cccc(NC(=O)NCc3ccccc3)c2=O)cc1	-0.4	0.7	1	-18	-16	14	-10	3	-7	-23	6
Cc1cccc(C)c1OC(=O)Cc1ccccc1[N+](=O)[O-]	-0.3	0.0	1	11	-7	10	-17	-9	20	5	-17
CC(C)Nc1ccc(-n2nc3ccccc3[n+]2[O-])cc1	-0.6	0.0	-4	-35	-119	-4	-3	-18	1	-93	13

Continued; the last two above are carried over.
SMILES	iPSC survival up	aDG glyco up	NR2E3 ag-1	HIF-2a block	NR2E3 ag-2	TRPM1 prom inh	CaV13 FRET inh	PDI turbidity	Vif inh	Peg3 promoter	Exocytosis inh
Cc1cccc(C)c1OC(=O)Cc1ccccc1[N+](=O)[O-]	-0.3	0.0	1	11	-7	10	-17	-9	20	5	-17
CC(C)Nc1ccc(-n2nc3ccccc3[n+]2[O-])cc1	-0.6	0.0	-4	-35	-119	-4	-3	-18	1	-93	13
CCCc1nn(C)c(C(=O)Nc2ccc(C)c(C)c2)c1Cl	0.2	0.2	-2	-253	-105	-62	-2	-2	-3	-230	4
O=C(O)c1ccc(N/N=C/c2cc3ccccc3nc2Cl)cc1	-0.3	-0.1	-3	-205	-144	-85	-114	-6	-3	-223	-1
Cc1nnc(NC(=O)C2CCCCC2)s1	-0.4	-0.1	0	-5	-4	11	-9	0	-9	-5	4
O=C(NCCc1ccccc1)C1CCN(C(=O)N2CCOc3ccccc32)CC1	3.8	-0.1	2	-9	3	.	-6	.	-4	-7	0
COc1ccc(N(CC(=O)NCc2ccccc2)C(=O)Cn2nnc(-c3ccccc3F)n2)cc1OC	-0.6	0.0	-1	13	-21	0	-4	-6	1	10	2
Cc1ccc(NC(=O)COC(=O)c2ccnn2C)cc1	1.1	-0.1	3	-34	-16	2	.	0	3	-2	0
C#CCN(CC=C)C(=O)c1ccc(OC2CCN(S(=O)(=O)N(C)C)CC2)cc1	-0.6	-0.1	-3	-157	-41	-23	-19	14	1	-116	-18
CN(C)C(=O)CCc1ccc2c3c([nH]c2c1)[C@]1(CCC2CCCC2)[C@@H](C(=O)N2CCOCC2)C[C@H](CC(=O)NCc2ccco2)C(=O)N1CC3	0.9	0.1	.	5	-5	2	-3	3	.	1	-1
CCCNS(=O)(=O)c1ccc(CCC(=O)Nc2ccc3c(c2)OCO3)cc1	2.5	0.1	2	-4	-39	1	.	-1	-5	-10	-2
O=C(CNS(=O)(=O)c1ccccc1F)Nc1ccc(N2CCOCC2)cc1	3.0	-0.2	-1	3	-9	-3	-4	-3	-8	4	0
NC12CC3CC(C1)CC(CO)(C3)O2	0.5	0.0	5	21	-17	-21	.	3	10	18	-2
Cc1ccc(-c2nn(-c3ccccc3)cc2C=C2C(=O)CC(C)(C)CC2=O)cc1	0.8	0.7	-3	-101	-63	-4	-5	4	1	-165	52
CCOC(=O)c1ccccc1NC(=O)CSc1nc2[nH]ncc2c(=O)[nH]1	-0.3	0.0	-2	6	-23	4	-6	1	-11	2	-6
Cc1nc(NC(=O)CSc2nnc(Cn3nnc4ccccc43)n2C)sc1C	1.1	0.1	-3	19	-5	13	-3	-7	-1	-1	-2
CC1(C)Cc2c(C#N)c(NCCCO)nc(-c3ccccc3)c2CO1	-0.1	-0.1	3	28	-35	-19	-6	0	15	-1	-3
CC(C)Oc1ccc(OCCn2c(S(=O)(=O)O)nc3c(N)ncnc32)cc1	0.0	0.0	.	10	-30	7	-4	14	-17	3	-1
CCCCOc1ccc(CSCCNC(=S)Nc2ccccc2)cc1	-3.7	1.0	-5	-18	-20	-5	.	-3	-1	-6	5
COC(=O)N(NC(=O)C(O)(CCC(C)C)CCC(C)C)c1ccccc1	-2.0	0.2	1	9	-12	-9	1	10	-4	13	2
COc1cccc(CN2CC(C(=O)N(C)Cc3nc4ccc(F)cc4[nH]3)CCC2=O)c1 (stereo unspecified)	-0.3	0.0	-3	3	-6	4	-3	2	2	0	1
COC(=O)c1sc2ncccc2c1OCc1c(Cl)cccc1Cl	-1.4	-0.3	1	22	-26	15	-7	4	-4	18	-1
CCN(CC)C(=O)[C@H]1C[C@H](CC(=O)NCc2ccc(OC)c(OC)c2)C(=O)N2CCc3c([nH]c4ccc(Cl)cc34)[C@]12C	-2.8	0.3	.	18	10	15	-6	5	.	13	-3
Cc1ccc(S(=O)(=O)Nc2cccc(C(=O)NCc3cccnc3)c2)cc1F	0.8	0.4	2	1	-28	38	-4	6	7	15	1
O=C(c1ccncc1)c1ccc(NC(=O)c2cccs2)cc1	0.4	0.1	2	-3	-18	-5	-7	8	-4	-18	1
O=C(c1cccs1)N1CCc2c([nH]c3ccccc23)C1c1ccc(Cl)cc1 (stereo unspecified)	3.6	1.2	0	-4	-25	11	.	-7	-6	38	-2
COc1ccc(-n2nc(C(=O)NCC(=O)NCc3ccco3)c3ccccc3c2=O)cc1	5.0	-0.3	0	14	4	3	-4	-1	3	3	1
CCOC(=O)c1c(N)sc(C(N)=O)c1C	-0.6	-0.1	-1	5	-2	1	-5	-12	0	-18	1
COCC(=O)Nc1cc(Cl)c(OC)cc1OC	-0.5	0.0	-5	13	-23	-3	-4	-5	-1	1	-4
CN(C)CC(O)CN1C(=O)NC(C)(C)C1=O (stereo unspecified)	-0.9	-0.3	0	22	-8	-5	-5	-7	10	2	2
CC(C)(C)OC(=O)N(CCc1ccccc1)Cc1ccc(OCc2cccc(NC(=O)C3CC3)c2)cc1	3.2	0.0	.	0	-14	13	-5	-6	-33	-2	1
COc1ccc(N2CCN(CC(O)COCc3ccccc3)CC2)cc1 (stereo unspecified)	-0.2	-0.2	2	18	2	5	-6	3	-7	15	-1
CNC1(C)[C@H]2CC[C@H](C2)C1(C)C (stereo partly specified)	0.0	-0.1	.	-3	-1	1	-5	2	2	-6	-1
COc1ccccc1C(=O)COC(=O)Cc1ccccc1F	-1.8	0.0	.	-2	-16	-63	-4	-5	?	-12	-1
COCCNC(=O)C1CCCN(Cc2ccc(C(C)C)cc2)CC1 (stereo unspecified)	-1.5	0.0	.	15	-22	.	-7	-15	1	4	68*
COC(=O)COc1ccc(-c2ccccc2)cc1C=O	11	0.2	8	16	0	4	-5	-10	-7	21	1
CCn1c(CNc2ccc(OC)cc2)nnc1SCC(=O)N1CCCc2ccccc21	-2.7	-0.1	-2	-14	-12	-6	-4	0	9	-12	-2
COC1C(C)=C(C)C(=O)N1Cc1ccc(F)cc1 (stereo unspecified)	-0.7	0.0	0	13	-19	39	-20	-9	28	25	2
Cc1cccc(C(=O)OCC(=O)NC(C)CCc2ccccc2)c1O (stereo unspecified)	-0.7	0.0	2	16	-27	12	-3	-9	13	13	1
O=C(c1cccc(S(=O)(=O)N2CCCC2)c1)N1CCOCC1	-0.1	-0.3	-1	5	-1	1	-7	1	-2	-2	-2
Cn1c(C(N)=O)cnc1Sc1ncc(C(F)(F)F)cc1Cl	1.3	0.0	0	14	-13	23	.	0	-7	-1	-1
CC(C)C[C@@H](CO)N1CCN(C)CCC1=O	-0.4	-0.2	-1	-1	-36	-10	12	-1	-5	3	-1
Cc1nnc(-c2cnn(-c3ccccc3)c2N)n1Cc1ccccc1	-2.5	0.0	-3	10	-4	20	-9	4	-1	16	2
Cc1nc2c(cnn2-c2ccccc2)c(=O)n1/N=C/c1ccccc1	-0.5	-0.2	0	-56	-18	-7	-20	5	-6	-34	-5
O=C(COC(=O)/C=C/c1ccco1)NCc1ccc(Cl)cc1	0.3	0.6	-1	8	1	-5	-7	-2	11	-9	1
CC(=O)Nc1cccc(C(=O)N/N=C/c2ccccc2F)c1	-0.5	0.0	4	-123	-65	-39	-3	7	-1	-122	-9
CCOC(=O)c1cc2c(N)c(C(=O)c3cc(C#N)c(SC)nc3C)sc2nc1C	1.4	0.2	0	-4	-1	9	-5	2	4	28	2
CCn1c(C)cc2c(c1=O)C(c1ccccc1Br)C(C#N)=C(N)O2 (stereo unspecified)	5.4	0.1	-1	-7	-18	-12	-5	1	-15	10	-1
COc1ccc(C2C(C(=O)N3CCN(c4ccccc4F)CC3)c3ccccc3C(=O)N2C)cc1 (stereo unspecified)	-1.6	-0.3	1	2	-15	7	-5	5	1	34	-2
CCN(Cc1ccncc1)C(=S)Nc1ccc(Cl)cc1	0.5	-0.1	4	-19	14	-2	-14	-2	0	3	0
COc1ccc([N+](=O)[O-])cc1NC(=O)C(C)NNC(=O)c1cccc([N+](=O)[O-])c1 (stereo unspecified)	-0.2	-0.1	.	-8	-8	0	-6	3	-2	14	1
COc1ncnc(NS(=O)(=O)c2ccc(N)cc2)c1OC	1.5	0.0	0	18	-7	11	-5	-1	-7	12	-2

(more compounds)
SMILES	iPSC survival up	aDG glyco up	NR2E3 ag-1	HIF-2a block	NR2E3 ag-2	TRPM1 prom inh	CaV13 FRET inh	PDI turbidity	Vif inh	Peg3 promoter	Exocytosis inh
Nc1nc(N)c(N=Nc2ccc(SCC(=O)O)cc2)c(=O)[nH]1	0.3	-0.1	-4	16	11	-7	-4	-9	-4	-3	-1
CC(C)n1c(SCCCc2ccccc2)nc2c1c(=O)[nH]c(=O)n2C	3.7	0.3	.	18	-9	-32	-3	.	-8	16	1
COc1ccc(C(=O)N2CCN(C)C(=O)[C@@H]2C)cc1OC1CCN(C(C)C)CC1	-0.1	-0.2	1	17	-20	5	-3	-2	2	4	8
COc1ccc(-c2nnc(SCc3nnc(-c4ccc(Cl)cc4)o3)n2-c2ccccc2)cc1	-0.1	0.6	3	-89	25	4	-7	2	-10	-18	10

Source: PubChem
